FEN1 inhibitor: blocks human flap endonuclease 1. P39748. AID 588795. 0.35% of 390,000 active. Recombinant FEN1 flap cleavage, fluorescence, 15 min. Potency, µM (top dose mostly 114 µM), without a hit: at the highest dose activity change, negative = inhibition, most hits filed as inhibitors; note: nearly all actives have a fitted effect of over 65% in size
Target sequence (P39748 whole entry, looked up): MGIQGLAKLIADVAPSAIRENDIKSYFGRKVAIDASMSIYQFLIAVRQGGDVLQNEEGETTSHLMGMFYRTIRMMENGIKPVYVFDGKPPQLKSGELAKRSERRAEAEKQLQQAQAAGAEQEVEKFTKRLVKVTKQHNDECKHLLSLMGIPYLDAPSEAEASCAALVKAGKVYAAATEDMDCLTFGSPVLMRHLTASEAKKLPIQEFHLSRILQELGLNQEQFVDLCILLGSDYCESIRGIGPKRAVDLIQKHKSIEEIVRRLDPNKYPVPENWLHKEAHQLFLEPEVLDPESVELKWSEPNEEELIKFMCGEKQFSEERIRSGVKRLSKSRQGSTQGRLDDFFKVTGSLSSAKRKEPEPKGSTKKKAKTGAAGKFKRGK
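Nuclease activity of 10 nM FEN1 was measured after 15 min of room-temperature exposure to titrated compounds, by adding 50 nM flap substrate and reading plates at 0 and 15 min.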
TDP1 inh: inhibitors of human tyrosyl-DNA phosphodiesterase TDP1 | Q9NUW8 | recombinant TDP1, AlphaScreen DNA substrate cleavage | Potency, µM (top dose mostly 130 µM), for inactives: at the top dose activity change, negative = inhibition, actives largely listed as inhibitors | 0.28% of 350,000 active | AID 485290; note: nearly all actives have a fitted effect of over 40% in size
Target sequence (Q9NUW8 whole entry, looked up): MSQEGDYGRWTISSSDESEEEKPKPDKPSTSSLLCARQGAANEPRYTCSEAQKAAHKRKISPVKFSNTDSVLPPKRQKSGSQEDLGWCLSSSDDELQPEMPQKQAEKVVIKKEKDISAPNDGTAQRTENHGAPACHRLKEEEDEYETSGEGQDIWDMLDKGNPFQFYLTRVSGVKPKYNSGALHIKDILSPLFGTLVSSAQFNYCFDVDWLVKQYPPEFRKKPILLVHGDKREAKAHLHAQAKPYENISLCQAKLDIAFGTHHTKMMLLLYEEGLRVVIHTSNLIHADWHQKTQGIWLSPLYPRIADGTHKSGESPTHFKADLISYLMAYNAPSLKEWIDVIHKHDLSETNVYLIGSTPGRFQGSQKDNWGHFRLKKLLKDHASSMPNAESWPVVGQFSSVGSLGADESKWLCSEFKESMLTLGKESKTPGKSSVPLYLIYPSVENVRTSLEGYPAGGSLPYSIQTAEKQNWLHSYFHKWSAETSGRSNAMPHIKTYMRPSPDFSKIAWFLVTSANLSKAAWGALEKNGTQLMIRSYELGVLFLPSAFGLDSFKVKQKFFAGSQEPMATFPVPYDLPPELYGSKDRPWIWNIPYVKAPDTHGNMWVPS
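E. coli-derived human Tdp1, 1 nM final. Cpd preinc 15 min RT; substrate 15 nM final, 5 min RT; AS bead mix 10 ug/ml final, 10 min RT. Signal loss = tyrosine-FITC cleavage. No-enzyme wells = max signal.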
N370S GC: N370S glucocerebrosidase modulation, Gaucher chaperone candidate. 0.092% of 330,000 active. Potency, µM (titrated, usually from 59.4 µM), for the others: top-dose activity change, negative = inhibition, actives largely listed as inhibitors. N370S GC spleen homogenate, 4MU-glucoside fluorescence. AID 2101;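 note: 0% = full enzyme activity and -100% = no enzyme basal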
Numbers without * were called inactive; ? = inconclusive; . = no result given; & = joins results of further samples; [ ] = another dose, or the depositor's remark. Calls come from the whole dose curve; as a rule, active = well fitted curve in the direction sought with a large enough effect; inconclusive = small, poorly fitted or top-dose-only effect, or another doubt; inactive = no such curve, though single readings can be large; an effect the other way counts as inactive or inconclusive. Unless noted, % is set by controls: 0 for no effect and ±100 for the full control effect; potency is the fitted concentration of half-maximal effect.

The first three entries as a preview:
SMILES	FEN1 inhibitor	TDP1 inh	N370S GC
CN(C)C(=O)NC1C=CS(=O)(=O)C1 (stereo not drawn)	-2.0%	1.9%	3.3%
Cc1ccccc1-c1cc(C(=O)NCc2ccc(OC(F)(F)F)cc2)nn1CC1CC(c2cccc([N+](=O)[O-])c2)=NO1 (stereo not drawn)	0.5%	2.9%	.
O=C(Cn1c(=S)nc2ccccn21)N1CCc2ccccc2C1	0.2%	3.3%	2.1%

The listing, from the first entry:
SMILES	FEN1 inhibitor	TDP1 inh	N370S GC
CN(C)C(=O)NC1C=CS(=O)(=O)C1 (stereo not drawn)	-2.0%	1.9%	3.3%
Cc1ccccc1-c1cc(C(=O)NCc2ccc(OC(F)(F)F)cc2)nn1CC1CC(c2cccc([N+](=O)[O-])c2)=NO1 (stereo not drawn)	0.5%	2.9%	.
O=C(Cn1c(=S)nc2ccccn21)N1CCc2ccccc2C1	0.2%	3.3%	2.1%
O=C(COC(=O)Cc1c(Cl)cccc1Cl)NCc1ccco1	13.7%	-11.5%	.
COc1cc(C)c2c(=O)cc(-c3ccccc3)oc2c1	.	5.7%[56.1 µM]	15.5%
CC[C@@H](C)[C@@H]1CN([C@@H](CN2CCC[C@H]2CN2C(N)=NC[C@@H]2Cc2ccccc2)C(C)C)C(=N)N1CCCC1CCCC1	14.5%	1.2%	.
C[C@]12c3[nH]c4ccc(Cl)cc4c3CCN1C(=O)[C@@H](CC(=O)NCC13CC4CC(CC(C4)C1)C3)C[C@@H]2C(=O)N1CCCCC1	-22.2%	1.1%[56.1 µM]	.
O=C(O)c1cccc(NC(=O)c2cn(-c3ccccc3)nc2-c2ccc(F)cc2)c1	1.8%	.	-7.3%
COc1ccc(Br)cc1S(=O)(=O)N1CCN=C1C	-5.4%	0.0%	6.8%
Cc1cc(C)nc(SCc2cn3c(C)cc(C)nc3n2)n1	9.7%	.	3.4%
CC(=O)c1ccc(N2CCN(C(=O)COc3ccc4c(c3)CCC4)CC2)cc1	-17.5%	.	-1.5%
Cc1oc(CC(C)C)c(CN)c1C(=O)O	-11.7%	4.6%	2.0%
Cc1ccc(-c2nc3scc(CCNS(=O)(=O)c4ccc(Oc5ccccc5)cc4)n3n2)cc1	6.5%	7.8%	.
COc1ccc2c(c1OC)C(=O)NC(C)=C(C(=O)OC(C)(C)C)C2O (stereo not drawn)	-7.2%	5.2%	-13.4%
O=C(CSc1n[nH]c(=O)n1-c1cccnc1)N1CCOCC1	4.2%	5.7%	8.0%
Cc1cc(NC(=O)c2ccccc2)no1	-0.4%	.	0.0%
CCN(CC)C(=O)NC(c1ccc(C)c(F)c1)C(Cl)(Cl)Cl (stereo not drawn)	4.9%	-1.1%	1.5%
CCCCOc1ccc(NC(=O)C2OC3OC(C)(C)OC3C3OC(C)(C)OC23)cc1 (stereo not drawn)	4.2%	2.3%	8.2%
COc1ccc(CNC(=O)[C@H](C)NC(=O)C2CCN(C(=O)[C@H](CCSC)NC(=O)OC(C)(C)C)CC2)cc1	-4.6%	.	-0.6%
COc1ccc(C[C@H](C(=O)O)N2C(=O)c3ccc(C(=O)O)cc3C2=O)cc1	.	9.7%	-0.3%
COc1ccc(C2C(C(=O)N3CCOCC3)=C(C)NC3=C2C(=O)CC(C)(C)C3)cc1O (stereo not drawn)	-8.5%	-2.2%	0.7%
CCOC(=O)c1ccc(NC(=O)c2nc(SC)ncc2Cl)cc1	-23.8%	.	-14.5%
COc1ccc(CCN2C(=S)N(C)C(=O)C2CC(=O)Nc2ccc(F)cc2)cc1 (stereo not drawn)	?	5.7%	-8.4%
O=C(c1ccccc1-c1ccccc1)N1CCOCC1	1.2%	0.0%	1.4%
COc1cc(C(=O)OCC(=O)N2CCCCCC2)c([N+](=O)[O-])cc1OC	-18.4%	-0.7%	.
NC(=O)c1ccc(NC(=O)Nc2ccc3c(c2)OCO3)cc1	-20.3%	1.3%	0.5%
O=C(COC(=O)c1cc(Br)ccc1O)NC1CCCCCC1	6.9%	0.6%	-11.2%
O=C1CC(c2ccc(Cl)cc2)c2c(O)cc(O)cc2O1 (stereo not drawn)	-7.3%	.	-7.0%
O=C(O)CCC(=O)NNC(=O)c1ccc(-c2ccccc2)cc1	22.5%	7.7%	-5.0%
CCOC(=O)c1ccc(Oc2cc(C)nc(SC)n2)cc1	-12.4%	-1.1%	-1.1%
CC(NC(=O)c1ccco1)C(c1cccs1)N1CCOCC1 (stereo not drawn)	-3.0%	0.0%	-6.8%
CNC(=O)c1ccc(-c2ccc(Cl)c(Cl)c2)s1	-23.4%	-2.4%	12.5%
Cc1ccc(C(=O)NCC(=O)NC2CCCC2)cc1	-6.8%	5.5%	7.1%
COC(=O)[C@H](CCSC)NC(=O)C/C=C\[C@@H](C)CO	.	6.9%[21 µM]	0.6%[12.8 µM]
COc1ccc(C2c3c(oc4ccccc4c3=O)C(=O)N2c2ccc(C)cn2)cc1OC (stereo not drawn)	4.4%	2.6%	6.1%
O=C(O)c1cccc(CSc2nnc(-c3ccco3)o2)c1	-5.4%	0.5%	6.5%
O=C1Nc2ccccc2C(=O)N2CCCCC12 (stereo not drawn)	6.7%	1.2%	-4.2%
CCc1ccc(NC(=O)C(C)Oc2nnc(-c3cccs3)c(-c3cccs3)n2)cc1 (stereo not drawn)	15.4%	5.1%	10.8%
COc1ccc(S(=O)(=O)N2CCN(C(=O)N3CCOCC3)C2C)cc1 (stereo not drawn)	2.0%	10.5%	-9.6%
CCc1nc2ccccc2n1CC(O)COCC1CC=CCC1 (stereo not drawn)	-13.8%	-1.2%	-3.2%
O=C1CN(C(=O)COC(=O)/C=C/c2ccco2)c2ccccc2N1	2.8%	.	-1.6%
COc1cccc(NC(=O)Nc2nc(SC(C)(C)C)ns2)c1	?	.	-0.5%
C=CCn1c(COc2ccc(CC)cc2)nnc1SCC(=O)N(C)C1CCS(=O)(=O)C1 (stereo not drawn)	0.6%	3.1%	-15.9%
COc1ccc(OC)c(NC(=O)C2CCN(c3nc(C)cc(C)n3)CC2)c1	6.0%	0.0%	0.0%
Cc1ccc(N2CCN(C(=S)Nc3ccccc3)CC2)cc1	20.4%	5.3%	9.0%
COc1ccc(NC(=O)c2ccc3c(c2)N(Cc2cccc(Cl)c2)C(=O)c2ccccc2S3=O)cc1Cl (stereo not drawn)	0.9%	0.9%	.
Cc1cc(OCC(=O)Nc2ccccc2N2CCCC2)ccc1C(C)C	3.4%	6.9%	10.0%
CC1=C(C(=O)Nc2ccccc2Cl)C(c2cccc(O)c2)n2ncnc2N1 (stereo not drawn)	6.9%	3.0%	.
COc1ccc(-c2n[nH]c(C)c2-c2ccccc2OC)c(O)c1	-16.2%	.	3.8%
COc1ccc(C/C(C)=N/NC(=S)Nc2ccc(C(C)C)cc2)cc1	3.8%	0.0%	-5.4%
Cc1cc2nnc(SC3CCOC3=O)n2c2ccccc12 (stereo not drawn)	-4.9%	-6.1%	9.0%
COc1ccc(C2/C(=C(/O)c3ccc(Br)cc3)C(=O)C(=O)N2C)cc1 (stereo not drawn)	-4.8%	.	-17.3%
O=c1[nH]nc(CNc2ccc(OC(F)(F)F)cc2)c2ccccc12	10.7%	2.4%	-7.8%
C=C1C(=O)OC(CCCCCCCC)C1C(=O)O (stereo not drawn)	.	7.5%	-5.8%
CC(c1ccccc1)C1C(C#N)=C(N)OC2=C1C(=O)CC(C)(C)C2 (stereo not drawn)	23.2%	1.0%	18.3%
O=C(Cc1ccc(S(=O)(=O)N2CCCCC2)cc1)NCc1ccc(Cl)cc1	2.5%	-0.5%	.
COc1cc(NC(=O)Cn2nc3c(cc2=O)CC(C)CC3)cc(OC)c1OC (stereo not drawn)	-8.8%	3.3%	.
Cc1ccc(COC(=O)c2nn(C)c(=O)c3ccccc23)cc1	7.5%	-3.6%	-1.4%
O=C(Nc1cc(Cl)cc(Cl)c1)N1CCN(C(=O)C2CCCO2)CC1 (stereo not drawn)	1.8%	1.5%	-18.6%
NS(=O)(=O)c1ccc(CCNC(=O)Cc2ccc(Cl)cc2)cc1	5.0%	.	8.5%

Next section
SMILES	FEN1 inhibitor	TDP1 inh	N370S GC
Cc1cccc(NC(=O)C2CCCN2S(=O)(=O)c2cccc3cccnc23)c1 (stereo not drawn)	.	-1.0%	-1.0%
O=C(COC(=O)CC1CC2CCC1C2)NCc1ccccc1 (stereo not drawn)	7.4%	0.4%	.
COc1ccc(/C=C2\SC(=O)N(CCNC(=O)C3CSC4(C)CCC(=O)N34)C2=O)cc1 (stereo not drawn)	2.3%	1.2%	-15.9%
Cc1cc(/C=N/NC(=O)c2cccnc2)c(C)n1CC(C)C	1.7%	7.7%	-10.7%
O=C(NCCCn1ccnc1)c1cc(-c2cccs2)on1	9.5%	7.8%	-14.1%
C/C(=C\C(=O)c1ccccc1)Nc1ccc(Br)c(Cl)c1	-1.0%	-1.9%	12.6%
Cc1ccc(C)c(S(=O)(=O)n2nc(C)c(S(=O)(=O)N3CCC(C)CC3)c2C)c1	13.7%	1.8%	.
COc1ccc(CNC2c3ccccc3-c3ccccc32)cc1OC	-18.2%	0.7%	-4.3%
COc1ccccc1NCC(=O)N/N=C/C=C/c1ccccc1	-4.6%	0.0%	3.7%
COC(=O)CC1C(=O)NCCN1C(=O)Nc1cccc(Cl)c1 (stereo not drawn)	-2.5%	-2.4%	4.7%
O=C(Nc1cccc([N+](=O)[O-])c1)c1ccc2c(c1)OCO2	0.3%	-2.6%	-18.7%
COc1ccc(-n2cc(C(=O)NC(C)c3ccccc3)c3ccccc3c2=O)cc1 (stereo not drawn)	17.3%	13.0%	.
O=C(C1CCC(CNS(=O)(=O)c2cccs2)CC1)N1CCCCC1 (stereo not drawn)	-1.0%	5.6%	13.3%
O=C(Cn1ncn2c(cc3ccccc32)c1=O)NCCc1cccs1	-7.4%	-0.5%	-1.5%
CCOc1ccc2nc(NCCCNC(=O)c3cc(OC)c(OC)c(OC)c3)c(C#N)cc2c1	7.2%	.	-7.4%

Reprinted from the part before: 2 compounds, then new ones.
SMILES	FEN1 inhibitor	TDP1 inh	N370S GC
O=C(Cn1ncn2c(cc3ccccc32)c1=O)NCCc1cccs1	-7.4%	-0.5%	-1.5%
CCOc1ccc2nc(NCCCNC(=O)c3cc(OC)c(OC)c(OC)c3)c(C#N)cc2c1	7.2%	.	-7.4%
CCC(C)C(=O)OC1CCC=C2C=CC(C)C(CCC3CC(O)CC(=O)O3)[C@@H]21 (stereo partly drawn)	.	8.9%[56.1 µM]	5.6%
Cc1ccc(NC(=O)CN2C(=O)N/C(=C/c3ccc(C)s3)C2=O)cc1	-0.7%	-1.9%	-3.1%
Cc1cccc(NC(=O)CC2NC3CCCCC3NC2=O)c1 (stereo not drawn)	0.6%	2.6%	0.7%
Cc1cccc2cc(/C=N/NC(=O)[C@H]3C[C@@H]3c3ccccc3)c(Cl)nc12	-0.2%	.	5.4%
COc1ccc(C2=NS(=O)(=O)N(C)C(C(=O)N3C(C)CCCC3C)=C2)cc1 (stereo not drawn)	-8.7%	.	-12.6%
O=C1/C(=C/c2ccccc2)Nc2ccccc21	-9.9%	-3.1%	19.8%
CCOC(=O)c1c(C)n(-c2ccccc2)c2ccc(OC(=O)c3ccc(OCC)c(OCC)c3)cc12	10.5%	3.1%[12.3 µM]	.
COc1cc(OC)c2ccc(=O)oc2c1C(CCN1CCCC(C)C1)c1ccc(N(C)C)cc1 (stereo not drawn)	0.1%&-14.2%	14.4%	-10.7%&21.8%
Cc1cccc(N2CCN(c3nc4ccc(C(=O)c5ccccc5)cc4n4cnnc34)CC2C)c1 (stereo not drawn)	21.0%	2.8%	.
CCOc1ccccc1N1CC(c2nc3ccccc3n2CCCOc2ccccc2)CC1=O (stereo not drawn)	1.9%	2.5%	.
C/C(=N\NC(=O)c1cccc(F)c1)c1ccc(Br)s1	-3.7%	2.5%	3.2%
Cc1cccc(NCCC#N)c1	-10.7%	0.6%	3.1%
Cc1cnc(=O)[nH]c1SCc1ccc([N+](=O)[O-])cc1	-1.7%	7.6%	3.1%
COc1ccccc1CNC(=O)N[C@@H](Cc1ccccc1)C(=O)O	2.3%	2.6%	2.4%
O=C(Cn1nc(C(=O)O)c2ccccc2c1=O)NCc1ccco1	-0.3%	0.0%	-4.6%
COc1cc(/C=C(\NC(=O)c2ccccc2)C(=O)N2CC3CC(C2)c2cccc(=O)n2C3)cc(OC)c1OC (stereo not drawn)	9.4%	.	5.5%
Cc1nn(C(=O)c2ccco2)c(C)c1Sc1ccc(Br)cc1	-2.5%	1.9%	3.7%
COc1ccc(OC)c(NS(=O)(=O)c2ccc(Cl)s2)c1	2.7%	1.6%[56.1 µM]	-5.5%
C=C/C1=C/Cc2ccccc2C(C[N+](=O)[O-])C(C(=O)OC)(C(=O)OC)C1 (stereo not drawn)	.	3.7%[21 µM]	0.8%[12.8 µM]
Cc1ccc(S(=O)(=O)NCc2cc(=O)n(C)c(=O)n2C)cc1C	-3.5%	-0.1%	-3.4%
OC[C@H]1O[C@@H](n2cnc3c(Nc4ccccc4)ncnc32)[C@H](O)[C@@H]1O	-13.6%	0.0%	6.3%

Compound activity from PubChem BioAssay.
